# MT1-MMP act inh = blocks activation of human MT1-MMP; HT1080 RFP-PRO-GFP cells, GFP/RFP ratio fluorescence, overnight; percent of plate control window, DMSO zero; GFP/RFP ratio change, % at 20 µM; 0.061% of 360,000 active;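 active = GFP/RFP ratio change of at least 30% with cell ATP level not reduced by more than half and red fluorescence within 50% of control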; note: strong numbers were not always called active
#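 Test system: HT1080 RFP-PRO-GFP cells; Benchmarks: DMSO and RFP-L50D-GFP cell wells; Timing: cells overnight before dosing, compound overnight, 37 °C, 5% CO2; Compound: one 20 µM compound dose with 1% DMSO; Read-out: GFP/RFP fluorescence ratio.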
# FAS-TE inh = blocks the thioesterase domain of human fatty acid synthase; 0.67% of 360,000 active; P49327; AID 602261; inhibition, % at 15 µM; recombinant FAS-TE, OMFH fluorogenic substrate, fluorescence endpoint;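 active = compounds whose normalised, plate-corrected inhibition of enzyme fluorescence in the single-dose primary screen is 50% or more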;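 note: 0% = DMSO with enzyme and 100% = substrate without enzyme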
# Rin1 Abl inh = human Rin1-Abl interaction inhibition | inhibition, % at 7.35 µM | 0.4% of 360,000 active | P00519+Q13671 | TR-FRET Rin1/Abl binding, biochemical; in the data active = inhibition above about 5%, passing the limit was not always enough
# Target sequence (P00519 whole entry, looked up): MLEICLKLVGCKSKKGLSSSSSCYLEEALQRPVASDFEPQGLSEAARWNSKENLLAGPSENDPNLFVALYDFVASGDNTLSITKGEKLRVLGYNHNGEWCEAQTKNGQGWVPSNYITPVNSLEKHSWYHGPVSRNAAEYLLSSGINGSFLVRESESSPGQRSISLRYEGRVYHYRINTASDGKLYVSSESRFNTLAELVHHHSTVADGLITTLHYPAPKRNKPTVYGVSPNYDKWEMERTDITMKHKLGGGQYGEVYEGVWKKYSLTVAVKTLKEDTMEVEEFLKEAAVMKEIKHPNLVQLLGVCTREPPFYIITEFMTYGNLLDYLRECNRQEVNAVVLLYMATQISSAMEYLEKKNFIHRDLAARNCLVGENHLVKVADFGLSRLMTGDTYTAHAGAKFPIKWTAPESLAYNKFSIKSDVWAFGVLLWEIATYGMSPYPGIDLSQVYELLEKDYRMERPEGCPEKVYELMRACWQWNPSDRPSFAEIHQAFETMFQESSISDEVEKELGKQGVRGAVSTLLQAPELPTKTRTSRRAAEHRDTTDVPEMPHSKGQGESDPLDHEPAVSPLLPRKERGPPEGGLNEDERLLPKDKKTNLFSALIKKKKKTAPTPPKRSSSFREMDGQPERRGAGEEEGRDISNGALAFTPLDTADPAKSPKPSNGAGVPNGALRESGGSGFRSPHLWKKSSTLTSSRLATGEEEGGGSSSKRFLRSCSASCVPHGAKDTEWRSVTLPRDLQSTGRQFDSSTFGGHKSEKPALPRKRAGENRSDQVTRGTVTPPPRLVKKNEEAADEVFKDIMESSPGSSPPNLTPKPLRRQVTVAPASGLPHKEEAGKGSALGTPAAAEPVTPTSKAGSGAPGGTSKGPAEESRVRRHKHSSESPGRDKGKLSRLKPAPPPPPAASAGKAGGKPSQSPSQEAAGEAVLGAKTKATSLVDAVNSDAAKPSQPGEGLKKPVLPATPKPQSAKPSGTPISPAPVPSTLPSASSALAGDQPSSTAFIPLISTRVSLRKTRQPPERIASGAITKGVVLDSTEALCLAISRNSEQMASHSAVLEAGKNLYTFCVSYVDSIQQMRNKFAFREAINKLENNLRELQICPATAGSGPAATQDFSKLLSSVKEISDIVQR
# Target sequence (Q13671 whole entry, looked up): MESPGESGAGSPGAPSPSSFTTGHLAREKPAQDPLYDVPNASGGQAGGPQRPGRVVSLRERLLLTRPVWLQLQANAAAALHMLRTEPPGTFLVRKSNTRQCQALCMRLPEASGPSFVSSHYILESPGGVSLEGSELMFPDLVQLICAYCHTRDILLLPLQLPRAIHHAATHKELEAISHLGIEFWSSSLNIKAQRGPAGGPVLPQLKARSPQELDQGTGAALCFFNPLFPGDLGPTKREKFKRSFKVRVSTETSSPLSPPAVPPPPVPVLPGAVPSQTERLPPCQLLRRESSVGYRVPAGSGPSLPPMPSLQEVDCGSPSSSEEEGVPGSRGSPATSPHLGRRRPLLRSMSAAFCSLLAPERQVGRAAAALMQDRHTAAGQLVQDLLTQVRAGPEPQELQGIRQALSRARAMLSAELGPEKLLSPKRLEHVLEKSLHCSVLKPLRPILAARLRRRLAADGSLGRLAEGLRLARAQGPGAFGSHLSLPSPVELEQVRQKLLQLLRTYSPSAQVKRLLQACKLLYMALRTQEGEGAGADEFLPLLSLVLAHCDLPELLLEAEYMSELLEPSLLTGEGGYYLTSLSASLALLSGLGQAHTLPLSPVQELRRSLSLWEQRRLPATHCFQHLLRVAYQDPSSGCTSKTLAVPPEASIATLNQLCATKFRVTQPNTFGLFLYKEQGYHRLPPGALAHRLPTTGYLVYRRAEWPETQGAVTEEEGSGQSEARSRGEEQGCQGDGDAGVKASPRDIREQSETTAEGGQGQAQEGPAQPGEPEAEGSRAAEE
# bovine MsrA act = activators of bovine methionine sulfoxide reductase A. purified bovine MsrA, absorbance read-out. activation, % at 10.6 µM. 0.3% of 360,000 active. AID 602163; in the data active = activation above about 7.5%;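 note: 0% = vehicle and 100% = reference activator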
# E coli Lon inh = inhibits E. coli Lon protease. purified E. coli Lon protease, fluorescence polarization. inhibition, % at 7.94 µM. 0.42% of 360,000 active. AID 602123; in the data active = inhibition above about 13%, passing the limit was not always enough;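 note: 0% = enzyme with probe and DMSO and 100% = no enzyme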
# MLLE-PAM2 inh = blocks PAM2 peptide binding to the PABP1 MLLE domain. P11940. GST-MLLE / FITC-PAM2 fluorescence polarization. inhibition, % at 20 µM. 0.36% of 360,000 active. AID 588489; in the data active = inhibition above about 35%, passing the limit was not always enough;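 note: plate controls were DMSO wells with GST-MLLE for no effect and wells lacking GST-MLLE protein for full effect; some results filed as inactive read as strong as hits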
# Rpn11 inh = blocks the human proteasome subunit Rpn11. calls only at 20 µM. 0.59% of 360,000 active. human 26S proteasome, Ub4-pepOG fluorescence polarization; 20S core pre-blocked with epoxomicin;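 active = inhibition at 20 µM, scaled to each plate's controls, above about 33%, limit read from the data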
# CSN deneddyl inh = inhibitors of human CSN-mediated cullin deneddylation | 0.38% of 360,000 active | Purified CSN, SCF-Nedd8-OG deneddylation, fluorescence polarization | AID 651999 | inhibition, % at 12.5 µM | Q92905;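 active = pattern-corrected inhibition above about 35%, with an unprinted fluorescence ratio check between 0.5 and 1.5, limit read from the data, passing the limit was not always enough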;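 note: 0% = enzyme with substrate and 100% = substrate without enzyme; some results filed as inactive read as strong as hits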
#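 Schedule: reaction 90 min, room temperature / Assay system: HEK293T-derived human Csn5 enzyme / Input: Csn5 at 0.24 nM final / Measure: inhibition of Csn5 cleavage, % / Control set: substrate-only high control, full reaction low control / Technique: fluorescence polarization of the substrate / Buffer or medium: Tris/NaCl/DTT buffer, pH 7.5 / Reagent: SCFSkp2-Nedd8OG substrate at 10 nM final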
# MsrA inhibitor = inhibitors of bovine MsrA; purified bovine MsrA, absorbance read-out; inhibition, % at 15.5 µM; 0.75% of 360,000 active; in the data active = inhibition above about 4.5%;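 note: 0% = vehicle wells with enzyme and 100% = reference inhibitor wells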
# * = called active by the depositor; i = inactive; nt = no result given. Not a hit list (roughly 3.7% active in at least one column).
item | SMILES | MT1-MMP act inh | FAS-TE inh | Rin1 Abl inh | bovine MsrA act | E coli Lon inh | MLLE-PAM2 inh | Rpn11 inh | CSN deneddyl inh | MsrA inhibitor
1 | Cc1ccc2cccc(Oc3ncnc4sc(C)c(C)c34)c2n1 | -4 | 15 | 0 | -11 | -5 | 1 | i | 2 | 0.2
2 | CCOc1ccc(S(=O)(=O)N2CCN=C2c2ccccc2)cc1 | -8 | -5 | -2 | -3 | -14 | 6 | i | 4 | -1.3
3 | COC(=O)[C@]12CCCCC=C1N(Cc1cccc3ccccc13)C(=O)[C@H](CC(=O)N1CCSCC1)C2 | -5 | 11 | nt | -5 | 0 | nt | nt | -2 | 0.5
4 | O=C(NCc1ccco1)[C@@H]1CCCN1C(=O)c1cccs1 | -11 | -7 | 4 | -6 | -4 | 11 | i | -1 | -0.8
5 | COc1cccc(N2CC(NS(=O)(=O)c3cccs3)CC2=O)c1 (stereo not given) | 2 | 0 | 2 | -4 | 5 | 6 | i | 3 | -1.0
6 | COc1ccc(Cl)c2sc(N3CCN(C(C)=O)CC3)nc12 | -1 | -8 | -2 | -2 | -14 | -24 | i | 0 | 0.0
7 | O=C(c1cc(COc2c(F)cccc2F)on1)N(Cc1ccccc1)CC1CC1 | 2 | 20 | 2 | 1 | 6 | 4 | i | 0 | 0.6
8 | CCOc1ccc(C2C(C#N)=C(N)Oc3nc[nH]c(=O)c32)cc1OC (stereo not given) | -1 | -5 | -1 | 2 | -1 | -24 | i | -4 | 0.7
9 | Cc1ccc(CNC(=O)CSc2nc3ccsc3c(=O)n2Cc2ccccn2)cc1 | -4 | 1 | 0 | -3 | -7 | 3 | i | 1 | 1.7
10 | COC(=O)c1ccc(/C=C/C(=O)OCC(=O)NCc2cccs2)cc1 | -2 | -2 | 2 | 1 | 19 | 5 | i | -1 | 1.9
11 | c1ccc(-c2onc(-c3ccco3)c2-c2ccc3c(c2)OCO3)cc1 | -2 | 31 | -6 | -3 | 5 | 13 | i | 5 | -0.4
12 | N#CCSc1nnc(COc2ccccc2)n1-c1ccccc1 | 8 | -7 | 3 | -7 | -4 | 8 | i | 2 | 1.0
13 | O=C(Cc1nnc(NC(=O)c2ccccc2)s1)N/N=C/c1ccc(O)cc1 | 0 | -4 | -3 | -4 | 0 | -15 | i | 3 | 0.7
14 | CCc1ccc(N2CC(C(=O)Nc3ccc(S(=O)(=O)N4CCCCC4)cc3)CC2=O)cc1 (stereo not given) | 0 | 9 | 3 | -10 | 1 | -25 | i | -2 | -1.6
15 | COc1ccc(OC)c(-n2c(SCC(=O)Nc3cccc(S(N)(=O)=O)c3)nc3ccccc3c2=O)c1 | -7 | 3 | -1 | -1 | -4 | -18 | i | 1 | 0.8
16 | CN(C(=O)C1CCCO1)c1nnc(-c2ccccn2)s1 (stereo not given) | 9 | -7 | 2 | -9 | 2 | -3 | i | 1 | -0.7
17 | COc1ccc(NS(=O)(=O)c2ccc(C)cc2)c([N+](=O)[O-])c1 | 7 | 1 | -6 | -3 | -4 | -10 | i | -1 | 1.6
18 | COc1cc(NC(=O)c2ccc3c(c2)OCO3)ccc1NC(=O)C(C)C | 4 | -1 | 0 | 1 | 4 | -10 | i | 2 | -0.7
19 | COc1ccc(NC(=O)CN(c2ccc(OC)c(Cl)c2)S(=O)(=O)c2ccccc2)c(OC)c1 | 1 | 40 | 1 | -3 | -6 | 14 | i | -1 | 1.7
20 | O=C(COC(=O)[C@@H]1CC(O)CN1S(=O)(=O)c1ccc2c(c1)OCCO2)Nc1ccccc1F (stereo not given in full) | 1 | 2 | 5 | -6 | 1 | 28 | i | 0 | 0.8
21 | O=C(Nc1ccc(Br)cc1Cl)Nn1cnnc1 | -2 | -49 | 7 | 1 | 3 | -1 | i | 6 | 0.0
22 | O=C(OCc1ccc(Cl)c(Cl)c1)c1ccc[nH]1 | 0 | 24 | 2 | -3 | 0 | -5 | i | 1 | -1.0
23 | O=C(COC(=O)c1ccc2c(c1)C(=O)N(c1cccc3ncccc13)C2=O)c1ccc(Cl)cc1 | -1 | -9 | 1 | -9 | -4 | -1 | i | 2 | 0.4
24 | CC(=O)C[C@H](O)CC(=O)[C@H]1OC(=O)CC/C=C\Cc2ccccc21 | -6 | -7 | 4 | -8 | -7 | 2 | i | -2 | 0.5
25 | C=CCn1c(=N)n(CC(=O)OCC)c2ccccc21 | 0 | -8 | -3 | -3 | -3 | 0 | i | -1 | 0.1
26 | COc1cccc(NC2CC(=O)N(CCc3ccccc3)C2=O)c1 (stereo not given) | -2 | 2 | -1 | -4 | 7 | 8 | i | 6 | 0.7
27 | Cc1ccc(NC(=O)COC(=O)CC2SC(N3CCCC3)=NC2=O)cc1 (stereo not given) | 1 | -6 | 1 | 2 | -1 | 13 | i | 2 | 1.1
28 | COc1cc(OC)cc(C(=O)NCC(=O)N2CCN(Cc3ccccc3)CC2)c1 | 5 | -7 | 2 | -2 | -11 | -4 | i | -9 | 0.0
29 | CCCOC(=O)Nc1cc(OC)ccc1[N+](=O)[O-] | -7 | 5 | -3 | -3 | -2 | -1 | i | 1 | 1.4
30 | Cc1cccc(C)c1NC(=O)CNC(=O)c1ccccc1 | 1 | 1 | 4 | -1 | -5 | 13 | i | 2 | 0.8
31 | O=C(Nc1c2c(nn1-c1ccccc1)CS(=O)(=O)C2)c1cc2ccccc2o1 | 2 | -2 | 5 | -7 | -8 | -11 | i | 4 | -0.1
32 | O=C(CNC(=O)c1ccco1)Nc1ccc(F)c(Cl)c1 | 2 | 0 | -1 | 0 | -3 | 1 | i | -4 | -0.6
33 | CCN(C(=O)COC(=O)c1ccc(=O)n(Cc2ccccc2)n1)C1CCS(=O)(=O)C1 (stereo not given) | 1 | -7 | -1 | -3 | 11 | 17 | i | 2 | -0.5
34 | CC(Sc1nc(C2CC2)n(-c2ccccc2)n1)C(=O)c1c(N)n(C)c(=O)n(C)c1=O (stereo not given) | -3 | -4 | 0 | -3 | 0 | -49 | i | -1 | 0.5
35 | COc1ccccc1N1CCN(C(=O)c2ccc(COc3cccc4c3OC(C)(C)C4)cc2)CC1 | 2 | 25 | 2 | 2 | 2 | 7 | i | -5 | -0.1
36 | CC(C)OP(=O)(c1ccc(N(C)C)cc1)C(O)c1ccc(Br)cc1 (stereo not given) | 0 | -3 | 2 | 4 | -3 | 17 | i | 0 | -1.5
37 | CSc1ccc(NC(=O)C2(C)CCN2C(=O)c2cc(C)n(C)n2)cc1 (stereo not given) | 1 | -3 | 4 | -1 | -6 | 1 | i | 1 | 0.1
38 | CC(=O)c1ccc(S(=O)(=O)Oc2ccc(C(=O)O)cc2Cl)cc1 | -3 | 4 | 3 | 7 | -1 | 7 | i | 4 | 0.2
39 | CCOC(=O)c1cc2c(=O)c3cc(C)ccc3oc2nc1C | 1 | -3 | 1 | -1 | 0 | -16 | i | 7 | nt
40 | NNC(=O)c1ccc(COCC(F)(F)F)cc1 | 0 | -4 | -1 | -2 | -3 | -11 | i | 5 | 0.7

# Single records, from the list above. Order of values: MT1-MMP act inh	FAS-TE inh	Rin1 Abl inh	bovine MsrA act	E coli Lon inh	MLLE-PAM2 inh	Rpn11 inh	CSN deneddyl inh	MsrA inhibitor
# `O=C(Nc1c2c(nn1-c1ccccc1)CS(=O)(=O)C2)c1cc2ccccc2o1` is entered as 2	-2	5	-7	-8	-11	i	4	-0.1
# `C=CCn1c(=N)n(CC(=O)OCC)c2ccccc21` is entered as 0	-8	-3	-3	-3	0	i	-1	0.1
# `Cc1cccc(C)c1NC(=O)CNC(=O)c1ccccc1` is entered as 1	1	4	-1	-5	13	i	2	0.8

# Going on with the list:
item | SMILES | MT1-MMP act inh | FAS-TE inh | Rin1 Abl inh | bovine MsrA act | E coli Lon inh | MLLE-PAM2 inh | Rpn11 inh | CSN deneddyl inh | MsrA inhibitor
41 | Cc1ccc(SCC(=O)NCc2ccccc2)cc1 | -1 | -4 | -1 | -5 | -6 | -1 | i | 2 | -0.1
42 | Cc1ccc(NC(=O)[C@@H]2CCCN2C(=O)c2cccs2)cc1S(=O)(=O)N1CCCCC1 | 2 | 0 | 2 | -3 | 7 | -71 | i | -2 | 0.9
43 | COCCn1c(C)cc(C(=O)COC(=O)CCN2C(=O)c3ccccc3C2=O)c1C | 2 | -1 | -2 | -5 | 1 | 4 | i | 5 | 1.7
44 | CCC(C)NC(=O)C1(N2C(=O)c3ccccc3C2=O)CCCC1 (stereo not given) | 0 | 0 | 0 | 2 | -2 | -9 | i | -8 | 1.1
45 | O=C(O)c1ccccc1NS(=O)(=O)c1cccc2cccnc12 | nt | -3 | -1 | 0 | -2 | 7 | i | 2 | 1.1
46 | CCc1c(C)nc(N)nc1OCC(F)(F)C(F)F | 11 | -6 | -2 | -3 | -5 | -12 | i | 1 | 1.0
47 | Cn1c(=O)c2c(ncn2CC(O)CNc2ccc(F)cc2)n(C)c1=O (stereo not given) | 6 | -3 | -1 | -4 | 8 | 6 | i | 1 | -1.6
48 | C=CCNC(=S)Nc1c(N)n(C)c(=O)n(C)c1=O | -1 | -4 | 0 | -2 | -3 | 0 | i | -3 | -0.9
49 | COc1cc(OC)c(/C=N/N2CCN(c3ccccc3OC)CC2)c(OC)c1 | -2 | -4 | -1 | 1 | 4 | 1 | i | 1 | 0.4
50 | C[C@@H]1CN([C@@H](C)CO)C(=O)CCCn2cc(nn2)CO[C@H]1CN(C)S(=O)(=O)c1cccc(F)c1 | 4 | -4 | 2 | -4 | -9 | -1 | i | 0 | -1.2
51 | CC(C)CCNC(=O)CN(Cc1ccco1)C(=O)c1snc(C(N)=O)c1N | nt | -1 | 0 | -15 | -6 | -10 | i | -10 | -0.1
52 | Cn1cc(/C=N/n2cnc3scc(-c4ccccc4)c3c2=O)c2ccccc21 | 9 | 24 | -4 | -4 | -4 | -5 | i | 3 | 1.4
53 | CCC(C(=O)NC1CC(C)(C)NC(C)(C)C1)c1ccccc1 (stereo not given) | -1 | -5 | -2 | -2 | -2 | -1 | i | 1 | -1.8
54 | O=C(NCc1ccncc1)[C@@H]1CCCN1C(=O)[C@H]1CCCN1 | 3 | -13 | nt | -2 | -2 | nt | nt | -5 | -0.4
55 | CN(C)c1ccc(/C=C(\C#N)c2ccccn2)cc1 | -20 | 0 | -8 | -2 | -57 | -102 | nt | 12 | -0.3
56 | CCC(CC)C(=O)N1CCN(Cc2nc3ccccc3c(=O)[nH]2)CC1 | -1 | -10 | 4 | -4 | -5 | -5 | i | -2 | -0.3
57 | Cc1ccc(S(=O)(=O)Nc2nc(C)cc(NN)n2)cc1 | 1 | -9 | -3 | -1 | 4 | -8 | i | 0 | -0.1

# Copied from above, entries 53–57
item | SMILES | MT1-MMP act inh | FAS-TE inh | Rin1 Abl inh | bovine MsrA act | E coli Lon inh | MLLE-PAM2 inh | Rpn11 inh | CSN deneddyl inh | MsrA inhibitor
53 | CCC(C(=O)NC1CC(C)(C)NC(C)(C)C1)c1ccccc1 (stereo not given) | -1 | -5 | -2 | -2 | -2 | -1 | i | 1 | -1.8
54 | O=C(NCc1ccncc1)[C@@H]1CCCN1C(=O)[C@H]1CCCN1 | 3 | -13 | nt | -2 | -2 | nt | nt | -5 | -0.4
55 | CN(C)c1ccc(/C=C(\C#N)c2ccccn2)cc1 | -20 | 0 | -8 | -2 | -57 | -102 | nt | 12 | -0.3
56 | CCC(CC)C(=O)N1CCN(Cc2nc3ccccc3c(=O)[nH]2)CC1 | -1 | -10 | 4 | -4 | -5 | -5 | i | -2 | -0.3
57 | Cc1ccc(S(=O)(=O)Nc2nc(C)cc(NN)n2)cc1 | 1 | -9 | -3 | -1 | 4 | -8 | i | 0 | -0.1

# Assay outcomes as filed in PubChem BioAssay.
